DDE Tn6 FP inh – inhibitors of Tn6 peptide binding to human fibrin DD(E); inhibition, % at 8.3 µM; 370,000 compounds, 0.21% hits; Fibrin DD(E) TRITC-Tn6 fluorescence polarization displacement; AID 720509; P02675;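 active = inhibition above a per-campaign cutoff: mean of compounds within control limits plus 3 SD, cut at about 15% in these data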;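 note: 0% = median of all compound wells on the plate and 100% = blocking peptide control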
PRMT1 inh – inhibitors of human PRMT1 | Q99873 | recombinant PRMT1, activity-based probe fluorescence polarization | inhibition, % at 2.79 µM | 370,000 compounds, 1.3% hits;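 active = inhibition above about 21% made by adding two undisclosed values, limit read from the data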
MBD2 DNA inh – MBD2-methylated oligo binding inhibition. Q9UBB5. TR-FRET, MBD2 binding to methylated oligonucleotide. AID 686964. inhibition, % at 4.4 µM. 370,000 compounds, 0.31% hits; in the data active = inhibition above about 13%
TCR-CD3 inh – human TCR-CD3 binding inhibition; inhibition, % at 9.4 µM; 360,000 compounds, 0.37% hits; TAMRA-labeled TCR probe fluorescence, biochemical; in the data active = inhibition above about 19%;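 note: recombinant mutant TCR 2C K166C tagged with TAMRA read by polarization; 0% = receptor in buffer alone and 100% = receptor with positive control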
LEDGF integ inh – blocks HIV-1 LEDGF/p75-dependent DNA integration; TR-FRET IN-LEDGF/p75 DNA integration, Eu/Cy5; AID 743269; 370,000 compounds, 0.64% hits; inhibition, % at 3.7 µM;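 active = inhibition above the screen-wide mean plus 3 SD, cut at about 13% in these data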;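 note: signal is the Cy5 over europium emission ratio at 671 and 618 nm; 0% = plate median of compound wells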
TDP2 inh – TDP2 (human) inhibition, absorbance primary screen; O95551; recombinant TDP2, T5PNP hydrolysis, p-nitrophenol absorbance 415 nm; inhibition, % at 12.8 µM; 370,000 compounds, 0.34% hits;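 active = inhibition above the mean of all tested compounds plus 3 SD, set per campaign, cut at about 25% in these data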;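 note: 0% = DMSO with enzyme and 100% = buffer with substrate but no TDP2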
Target sequence (O95551 whole entry, looked up): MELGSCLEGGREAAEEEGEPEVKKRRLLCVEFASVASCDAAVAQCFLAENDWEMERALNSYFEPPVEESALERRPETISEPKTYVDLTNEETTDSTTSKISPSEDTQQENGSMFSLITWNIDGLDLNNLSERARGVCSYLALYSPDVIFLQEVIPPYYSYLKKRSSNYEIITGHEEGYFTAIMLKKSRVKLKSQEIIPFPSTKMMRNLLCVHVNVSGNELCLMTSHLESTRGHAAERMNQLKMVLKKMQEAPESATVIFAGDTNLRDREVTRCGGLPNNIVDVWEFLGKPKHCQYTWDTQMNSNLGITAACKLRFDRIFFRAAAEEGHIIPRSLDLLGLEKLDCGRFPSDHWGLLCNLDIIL
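Test system: Human TDP2 enzyme | Reagent: 5 mM T5PNP | Compound dosing: 12.8 µM single point, 1% DMSO | Incubation: Enzyme reaction with compound for 2 h at 37 °C | Technique: p-Nitrophenol epi absorbance | Read-out: % inhibition relative to enzyme-containing and enzyme-free wells | Benchmarks: High control without enzyme, low control DMSO plus TDP2 | Replicates: Singlicate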
Tn7 DDE FP – inhibitors of Tn7 peptide binding to human fibrin DD(E). P02675. FP displacement of FITC-Tn7 peptide from fibrin DD(E); 0% = median of compound wells per plate. inhibition, % at 8.3 µM. 370,000 compounds, 0.13% hits. AID 720508;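 active = inhibition above the mean of compounds falling within the control limits plus 3 SD of them, cut at about 14% in these data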;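 note: 0% = plate median of compound wells and 100% = 10 µM Aha-Tn7 peptide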
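Assay system: human fibrin DD(E). Input: DD(E) 2 µM final. Medium: Tris buffer with calcium and detergent, pH 7.8. Compound dosing: single point at 8.3 µM. Timing: 10 min plus 3 h, room temperature. Technique: fluorescence polarization of the labelled Tn7 tracer. Read-out: percent inhibition. Replicates: singlicate testing.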
proKLK7 act – activates the human kallikrein-7 zymogen | purified proKLK7, EDANS-DABCYL substrate fluorescence; 100% is mature enzyme control, 0% vehicle | activation, % at 7 µM | 370,000 compounds, 0.9% hits | P49862;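 active = activation above the mean of all tested compounds plus 3 SD, computed per campaign excluding outliers beyond control limits, cut at about 13% in these data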
SIAE primary – blocks human sialic acid acetylesterase. SIAE FP-Rh probe binding, fluorescence polarization. inhibition, % at 9.66 µM. 370,000 compounds, 0.69% hits;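 active = inhibition above a cutoff: mean of compounds within the control limits plus 3 SD of those, cut at about 17% in these data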;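 note: 0% = plate median of compound wells and 100% = probe without SIAE protein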
Target sequence (Q9HAT2 whole entry, looked up): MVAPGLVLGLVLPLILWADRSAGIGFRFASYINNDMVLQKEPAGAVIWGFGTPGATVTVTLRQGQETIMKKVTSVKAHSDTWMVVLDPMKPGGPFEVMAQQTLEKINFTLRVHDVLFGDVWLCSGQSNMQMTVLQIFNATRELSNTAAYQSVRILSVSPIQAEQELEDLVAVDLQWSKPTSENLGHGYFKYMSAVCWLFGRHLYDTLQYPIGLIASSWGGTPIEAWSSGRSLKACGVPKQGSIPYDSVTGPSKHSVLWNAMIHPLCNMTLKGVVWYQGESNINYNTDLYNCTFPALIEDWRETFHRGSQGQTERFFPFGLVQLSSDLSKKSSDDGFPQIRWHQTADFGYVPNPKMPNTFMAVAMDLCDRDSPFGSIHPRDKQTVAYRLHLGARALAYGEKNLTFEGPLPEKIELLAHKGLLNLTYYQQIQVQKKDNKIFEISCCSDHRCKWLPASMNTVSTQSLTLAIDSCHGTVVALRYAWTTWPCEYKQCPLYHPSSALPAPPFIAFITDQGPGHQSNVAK
UHRF1 MBD2 ctr – human UHRF1 methylated DNA binding inhibitors; Q96T88; UHRF1 binding to methylated oligo, TR-FRET; inhibition, % at 4.4 µM; 370,000 compounds, 0.75% hits; AID 687016; in the data active = inhibition above about 21%;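 note: UHRF1 SRA domain binding a hemimethylated CpG hairpin DNA probe; 0% = median of test compound wells and 100% = reference inhibitor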
Starred values were filed as active, the others as inactive; . = no result given.

SMILES	DDE Tn6 FP inh	PRMT1 inh	MBD2 DNA inh	TCR-CD3 inh	LEDGF integ inh	TDP2 inh	Tn7 DDE FP	proKLK7 act	SIAE primary	UHRF1 MBD2 ctr
Cc1[nH]n(S(=O)(=O)c2ccccc2)c(=O)c1N=Nc1cccc(Cl)c1	0	3	5	-7	-6	-15	-8	0.1	-8	34*
Cc1ccc2c(C)c(C(=O)NCCN3CCCC(O)C3)oc2c1C (centres undefined)	3	-4	-2	-4	4	-1	-3	0.6	-1	-1
CC[C@H](C)[C@@H]1NC(=O)c2cc([N+](=O)[O-])cc(F)c2NCCCC[C@@H](C(N)=O)NC(=O)[C@H](CCCCN)NC1=O	-3	-2	-6	5	1	-9	7	0.4	8	0
COc1ccc(NC(=O)CC2C(=O)NCCN2C(=O)c2ccc(N(C)C)cc2)cc1 (centres undefined)	-6	7	2	-12	1	-6	-9	-1.0	3	1
O=C(NCc1cccnc1)c1cc(C2CCCCN2S(=O)(=O)c2ccccc2)on1 (centres undefined)	12	-2	-1	-4	-2	3	8	-0.4	13	-2
OC(c1ccc2ccccc2c1)c1ncc(-c2cccc3ccccc23)[nH]1 (centres undefined)	-9	5	1	-2	-4	-1	-3	-1.3	-2	1
O=C(c1ccc(CS(=O)c2cccc(Cl)c2)o1)N1CCCCCC1 (centres undefined)	1	2	-4	7	1	7	-1	0.4	-2	-2
COc1ccc(NC(=O)c2ccc(NC(=O)C3COc4ccccc4O3)cc2)c(OC)c1 (centres undefined)	-12	4	0	-3	-2	8	0	-0.2	3	0
CCCNC(=O)C(Cc1ccccc1)NC(=O)c1ccc(C(C)(C)C)cc1 (centres undefined)	7	-3	-2	1	-1	-13	11	-0.5	0	2
Cc1ccc(SCCC(=O)NCc2ccco2)cc1	2	-4	-7	12	2	14	5	-0.3	0	0
CCn1c(=O)[nH]c2cc(Cl)c(Cl)cc21	-7	1	1	5	16*	6	-2	0.5	-3	0
CCOc1ccccc1NC(=O)c1nc(S(=O)(=O)Cc2cccc(C)c2)ncc1Cl	9	1	-4	8	3	1	2	-0.3	-2	0
C[C@H]1CN([C@@H](C)CO)C(=O)c2cc(Br)cnc2O[C@H]1CN(C)C(=O)c1ccc2c(c1)OCO2	3	4	-2	-2	-6	6	7	-0.7	3	2
O=C(O)C1(Nc2ccc(Br)cc2)CCCC1	-4	10	8	-2	1	-11	4	-0.5	-2	9
N/C(=N\N=C\c1cccc([N+](=O)[O-])c1)c1nonc1N	1	-2	2	3	5	-13	-2	-0.2	4	-3
CC1(C(=O)NCc2ccccc2)CCC(=O)N1CC(F)(F)F (centres undefined)	-2	-1	3	-5	1	2	3	0.0	13	-4
Cc1ccc2c(c1)N(CC(=O)NCCCN1CCCC1)C(=O)CO2	1	-2	4	-7	-2	8	-3	0.2	5	0
COc1ccccc1NC(=O)CSc1nnc(C)n1CC1CCCO1 (centres undefined)	2	1	7	-4	-3	8	1	-0.5	-5	4
CC(/C=C\C=C\c1ccccc1)=N\NC(=O)c1cncc(Br)c1	4	-2	-4	9	-1	3	0	-0.6	-1	-3
CC(C)N1CCCCC(NC(=O)c2ccc(Br)cc2)C1=O (centres undefined)	-1	2	4	.	-3	4	-5	0.7	4	-2
Cn1c(N)c(C(=O)COC(=O)COc2ccc3ccccc3c2)c(=O)n(C)c1=O	0	-4	-6	-3	-1	-2	6	0.3	-4	0
COc1ccc(S(=O)(=O)N2CCOCC2)cc1C(=O)NCC(c1ccccc1)c1ccccc1	-2	-3	-1	-3	3	1	0	0.0	-7	1
CCOc1cc(N2CCOCC2)c(OCC)cc1NC(=O)c1cc(C)cc(C)c1	-4	3	-3	-8	-4	-4	-2	0.7	-10	5
O=C(CSc1nnc(-c2ccccc2F)n1C1CC1)NCc1ccco1	-2	-2	-3	1	-3	1	4	-0.2	3	-1
CCOc1ccc(CC(=O)Nc2ccc(S(=O)(=O)Nc3cc(C)on3)cc2)cc1OCC	0	-2	1	11	-1	9	-1	0.3	11	0
COc1cc(/C=N/NC(=O)c2nnn(-c3nonc3N)c2C(C)C)ccc1OCc1ccc(F)cc1	-2	1	10	6	3	-1	-2	9.2	-42	21*
COc1ccc(/C=C2/SC(=S)N(CCC(=O)O)C2=O)cc1	-8	4	-2	-1	-1	-9	-5	-0.4	-1	-9
CNC(=O)C(=O)Nc1ccc2c(c1)N(S(=O)(=O)c1cccs1)CCC2	2	2	3	-6	1	14	1	0.2	5	-2
CN(C)c1ccc(/C=N/N=C2/SC(CC(=O)O)C(=O)N2c2ccc(O)cc2)cc1 (centres undefined)	-2	1	0	4	1	2	-2	7.1	4	1
CCc1nnc(NC(=O)C2CCCO2)s1 (centres undefined)	-11	2	-7	-5	1	0	0	0.6	-1	1
CCC(C)(C)NC(=O)C(c1cccnc1)N(C(=O)c1csnn1)c1ccccc1 (centres undefined)	2	1	4	2	-1	3	0	-0.7	-6	0
O=C(O)c1cnn(-c2ccccc2)c1-n1cccc1	5	-2	0	1	-1	-5	4	-0.6	-3	1
CCOC(=O)N1CCN(CC(=O)Nc2ccc(F)c(F)c2F)CC1	-9	-5	-6	1	8	-8	-5	-0.1	3	0
COc1ccccc1Oc1nc([N+](=O)[O-])nn1CC(N)=O	-6	-2	-4	0	3	9	-4	0.0	-1	-1
Cc1cccc(C(C)C)c1NC(=O)COC(=O)CN1C(=O)C2CC=CCC2C1=O (centres undefined)	-6	3	1	-1	-1	-1	-6	0.1	7	1
CCCCn1c(-c2ccc(C(C)(C)C)cc2)nc2cc3[nH]c(=O)c(C(C)C)nc3cc21	-4	12	1	-7	4	-21	-5	-3.0	-2	2
O=C(Nc1ccc2nc3n(c(=O)c2c1)CCCCC3)c1cc([N+](=O)[O-])ccc1F	-12	1	0	0	1	1	1	0.0	-3	3
COc1ccc(OC)c(NC(=O)c2cc(S(=O)(=O)N3CCCC3)cn2C)c1	-1	-4	0	-6	0	-8	-2	0.8	6	2
CC(=O)c1cccc(S(=O)(=O)N2CCN(CCOc3ccccc3)CC2)c1	-4	9	-2	-7	-7	1	8	-0.7	-2	2
CN(C)c1ccc(C(CNC(=O)c2cccs2)N(C)C)cc1 (centres undefined)	-1	1	-1	4	-2	-11	0	-0.4	-4	1
Cc1cc(=O)n2[nH]c(CCC(=O)O)nc2n1	1	-4	-3	-1	-4	8	-7	0.0	4	-1
CCCC1(C(=O)OCC)NC(c2ccc(OC)cc2OC)C2C(=O)N(c3ccccc3)C(=O)C21 (centres undefined)	-1	-3	-2	8	-1	2	6	0.2	-1	-1
Fc1cccc(Cl)c1/C=N/Nc1c(Cl)cncc1Cl	4	-1	-1	5	0	1	6	-0.3	-5	-2
O=S(=O)(Cc1ccccc1)NCC1CCCN(Cc2ccc3nonc3c2)C1 (centres undefined)	-1	-2	-5	2	1	-14	-5	-0.2	-4	1
Cc1nc2ccccn2c(=O)c1NC(=O)c1cccc2ccccc12	-5	-1	-3	1	-1	4	9	0.7	3	-2
CCCOC(=O)c1ccc(Oc2coc3c(CN(CC)CC)c(O)ccc3c2=O)cc1	2	4	10	-3	-1	1	-1	60*	-3	0
CCC(C)NC(=O)C1CCN(S(=O)(=O)c2cccc3nonc23)CC1 (centres undefined)	-5	-1	-1	2	5	-6	-6	0.0	6	3
Cc1ccccc1NC(=O)c1c(C)[nH]c(=S)c(C#N)c1-c1ccco1	-3	24*	-4	-3	0	-7	7	-0.6	-6	2
Cc1ccc(S(=O)(=O)N(C)c2ccccc2C(=O)N2CCCC2)cc1	6	0	0	2	1	3	1	0.1	17*	3
CN(C)CCN=Cc1c(O)n(Cc2ccc3c(c2)OCO3)c(=O)c2ccccc12	1	6	1	-2	-9	-6	-2	6.1	3	2
COC(=O)[C@]12C[C@H](CC(=O)NCc3cccs3)C(=O)N(Cc3ccccc3)C1=C[C@H](C(C)(C)C)O[C@@H]2C	8	-2	-2	4	-2	-4	-1	0.7	-3	-1
CC(C)C[C@H](NC(=O)N1CC(=O)Nc2ccccc21)C(=O)N[C@H](Cc1c[nH]c2ccccc12)C(=O)O	3	3	4	-3	0	6	1	-0.4	2	-2
c1ccc(-c2nc3cccnc3nc2-c2ccccc2)cc1	8	-1	1	6	0	6	4	0.7	5	0
CCCN1CCC(NC(=O)Cc2cccc(C)c2)CC1	1	1	1	3	1	9	-2	-0.5	-2	-1
Cc1ccc(N(C(=O)c2ccn[nH]2)C(C(=O)NC2CCCC2)c2cccs2)cc1 (centres undefined)	6	-1	-5	1	3	5	1	-0.1	-2	-2
COc1cc(OC)cc(C(=O)NCCCN2CCN(CCCNC(=O)c3cc(OC)cc(OC)c3)CC2)c1	-1	-1	2	2	0	8	7	0.2	6	-2
Cc1ccc(Cl)cc1NC(=O)C1CC(=O)N(C(C)C)C1 (centres undefined)	8	1	1	-1	-1	6	0	-0.2	-1	-1
CCOc1ccc(NC(=O)CN(C)C(=O)c2ccc(N3CCCCC3)c([N+](=O)[O-])c2)cc1OCC	5	4	-1	-2	-5	-2	5	0.8	-1	-4
O=C(OCc1ccccc1)/C(=C/c1cccc(Br)c1)NC(=O)c1ccco1	1	1	-1	-4	-1	4	8	-0.3	-10	0
COc1ccccc1Cc1nc2ccccc2n1S(=O)(=O)c1ccc(Cl)cc1	9	-1	1	10	2	5	-5	-0.5	3	17
The listing continues:
SMILES	DDE Tn6 FP inh	PRMT1 inh	MBD2 DNA inh	TCR-CD3 inh	LEDGF integ inh	TDP2 inh	Tn7 DDE FP	proKLK7 act	SIAE primary	UHRF1 MBD2 ctr
O=C(NCS(=O)(=O)c1ccccc1)c1ccccc1	3	-2	0	2	-3	-6	1	-0.4	1	-3
O=S(=O)(NCC1CCCO1)c1ccc2ccccc2c1 (centres undefined)	-1	-1	-1	4	3	-13	-5	-0.1	3	-1
Cc1noc(C)c1COc1ccc(C(=O)N(C)CCOc2ccccc2)cc1	-4	4	0	-3	-2	6	7	-0.5	-5	0
CCOc1cc(N2CCOCC2)c(OCC)cc1NC(=O)c1ccc(C)s1	0	2	-1	-6	-7	-6	3	-0.2	0	14
CN(C)c1ccc(/C=C/C(=O)c2ccc3c(c2)OCCO3)cc1[N+](=O)[O-]	-5	5	-2	-5	-8	3	4	0.3	-3	5

Given field by field: entries from further up.
Cc1noc(C)c1COc1ccc(C(=O)N(C)CCOc2ccccc2)cc1
  DDE Tn6 FP inh = -4 | PRMT1 inh = 4 | MBD2 DNA inh = 0 | TCR-CD3 inh = -3 | LEDGF integ inh = -2 | TDP2 inh = 6 | Tn7 DDE FP = 7 | proKLK7 act = -0.5 | SIAE primary = -5 | UHRF1 MBD2 ctr = 0
CCOc1cc(N2CCOCC2)c(OCC)cc1NC(=O)c1ccc(C)s1
  DDE Tn6 FP inh = 0 | PRMT1 inh = 2 | MBD2 DNA inh = -1 | TCR-CD3 inh = -6 | LEDGF integ inh = -7 | TDP2 inh = -6 | Tn7 DDE FP = 3 | proKLK7 act = -0.2 | SIAE primary = 0 | UHRF1 MBD2 ctr = 14

Screens: PubChem BioAssay, The Scripps Research Institute Molecular Screening Center
